# Source: PubChem BioAssay
# AmpC inh detg = inhibitors of E. coli AmpC beta-lactamase with detergent; P00811; AmpC hydrolysis of nitrocefin, absorbance 480 nm, 0.01% Triton; Potency, µM (highest dose often 114 µM), for inactives: at the highest dose activity change, negative = inhibition, usual class: inhibitors; actives 0.041% (n = 370,000); AID 485294;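 also: potency is read from the fitted curve at half-maximal effect; 0% = no-compound wells and -100% = no-enzyme wells; nearly all actives have a fitted effect of over 25% in size; some results filed as inactive show a strong effect at the top dose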
# Target sequence (P00811 whole entry, looked up): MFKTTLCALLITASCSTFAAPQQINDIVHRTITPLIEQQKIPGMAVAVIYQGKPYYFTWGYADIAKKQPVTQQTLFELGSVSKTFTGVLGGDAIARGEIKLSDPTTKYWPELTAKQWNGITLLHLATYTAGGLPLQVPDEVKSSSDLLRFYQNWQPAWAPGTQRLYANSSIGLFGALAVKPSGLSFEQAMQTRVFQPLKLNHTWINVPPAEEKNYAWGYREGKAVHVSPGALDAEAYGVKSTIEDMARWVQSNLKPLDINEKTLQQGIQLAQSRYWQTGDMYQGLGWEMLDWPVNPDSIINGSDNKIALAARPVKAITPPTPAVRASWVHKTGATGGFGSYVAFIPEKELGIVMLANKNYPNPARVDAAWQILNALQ
#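 20 mM phosphate pH 7.0 + 0.01% (detergent screen) or 0.0001% Triton X-100; 5.3 nM AmpC reagent; cpd preinc 15 min RT; nitrocefin (800 uM stock) to start; A480 q20 s × 4 min; Activity was normalised to no-enzyme and no-compound control wells.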
# AmpC no deterg = AmpC beta-lactamase inhibition without detergent; P00811; AmpC nitrocefin hydrolysis, absorbance 480 nm, 0.0001% Triton; Potency, µM (series often up to 57.1 µM), for inactives: top-dose activity change, negative = inhibition, hits mostly inhibitors; actives 0.52% (n = 330,000); AID 485341;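 also: potency is read from the fitted curve at half-maximal effect; plate controls were no compound for no effect and no enzyme for full effect; nearly all actives have a fitted effect of over 20% in size; some results filed as inactive show a strong effect at the top dose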
#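 20 mM phosphate pH 7.0 + 0.01% (detergent screen) or 0.0001% Triton X-100; 5.3 nM AmpC reagent; cpd preinc 15 min RT; nitrocefin (800 uM stock) to start; A480 q20 s × 4 min; Activity was normalised to no-enzyme and no-compound control wells.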
# Sm TGR inh = blocks Schistosoma mansoni thioredoxin glutathione reductase; Q962Y6; purified TGR, DTNB reduction, TNB absorbance 405 nm; Potency, µM (top dose mostly 114 µM), for the others: at the top dose activity change, negative = inhibition, most hits filed as inhibitors; actives 3% (n = 360,000); also: potency is read from the fitted curve at half-maximal effect; nearly all actives have a fitted effect of over 60% in size
#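 TGR 20 nM + NADPH 100 uM (dispensed conc.), cpd preinc 15 min RT; start with NADPH (500 uM addition) then DTNB (15 mM addition). Kinetic TNB absorbance, 405 nm filter. Four-parameter Hill fit across titration.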
# FBPA Giardia inh = inhibitors of Giardia lamblia fructose-1,6-bisphosphate aldolase | A8B2U2 | Potency, µM (top dose mostly 59.6 µM), without a hit: top-dose activity, negative = inhibition, hits mostly inhibitors | AID 2451 | purified Giardia FBPA | actives 0.71% (n = 290,000); also: potency is read from the fitted curve at half-maximal effect; nearly all actives have a fitted effect of over 55% in size
# Target sequence (A8B2U2 whole entry, looked up): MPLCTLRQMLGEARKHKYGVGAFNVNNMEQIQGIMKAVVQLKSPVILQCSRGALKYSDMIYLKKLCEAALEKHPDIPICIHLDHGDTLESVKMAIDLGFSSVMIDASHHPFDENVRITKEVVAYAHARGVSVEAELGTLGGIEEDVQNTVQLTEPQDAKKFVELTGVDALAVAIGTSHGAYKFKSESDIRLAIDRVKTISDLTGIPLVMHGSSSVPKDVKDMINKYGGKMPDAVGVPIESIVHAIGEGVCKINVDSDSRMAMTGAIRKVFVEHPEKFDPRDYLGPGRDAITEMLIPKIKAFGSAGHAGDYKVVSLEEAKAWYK
#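 Giardia FBPA (40 nM reagent) was preincubated 10 min at RT with compound (up to 57.5 uM final), then substrate plus GAPDH/TPI/NAD/arsenate coupling system with diaphorase/resazurin was added; resorufin fluorescence (525/598 nm) was read after 20 min.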
# AMA1 RON2 block = inhibitors of Plasmodium falciparum AMA1-RON2 interaction; AlphaScreen AMA1-biotinylated RON2 peptide binding; Potency, µM (series often up to 58.2 µM), inactives show at the top dose activity change, negative = inhibition, most hits filed as inhibitors; actives 0.2% (n = 360,000); AID 720542;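 also: potency is read from the fitted curve at half-maximal effect; 0% = vehicle wells and -100% = peptide control; nearly all actives have a fitted effect of over 45% in size; some results filed as inactive show a strong effect at the top dose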
#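 AMA1 (3D7) with his tag at 25 nM final met compounds first, then biotinylated RON2 peptide at 25 nM; detection used donor plus acceptor beads, 10 µg/mL apiece, read by AlphaScreen after 30 min at room temperature.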
# HCMV antiviral = human cytomegalovirus inhibition | HFF cells, HCMV-luciferase reporter, 72 h; hits give low values | activity change, negative = inhibition, % at 57.5 µM | actives 4.5% (n = 410,000) | AID 1259415; in the data active = activity change below about -60%; inconclusive = no clear call, values can overlap the other calls; inactive = above about -39%
#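 Inhibition of viral replication was scored as loss of reporter luminescence in HFFs infected with HCMV-luciferase (MOI 1 PFU/cell) for 72 h; compounds tested at 2 doses, normalized to buffer and Salinomycin controls.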
# Active calls of the source: *; u = inconclusive; x = not tested or not shown; & = joins results of further samples; [ ] = remark or other dose. Unless noted, calls follow the shape of the dose curve; as a rule, active = well fitted curve in the direction sought with a large enough effect; inconclusive = small, poorly fitted or top-dose-only effect, or another doubt; inactive = no such curve, though single readings can be large; an effect the other way counts as inactive or inconclusive. Unless noted, % is scaled to controls: 0 for no effect and ±100 for the full control effect.
nr	structure	AMA1 RON2 block	AmpC inh detg	Sm TGR inh
1	CNc1nc(Nc2ccc(C)c(Cl)c2)c2cnn(C)c2n1	13%	-1%	-7%
2	CC1(C)O[C@@H]2[C@H](O1)[C@@H](CO)O[C@H]2n1c(N2CCCCC2)nc2c(N)ncnc21	10%	12%	-1%
3	O=C(NN=Cc1ccc(OC(F)F)cc1)c1ccc(NS(=O)(=O)c2cccs2)cc1	-1%	x	x
4	CCOC(=O)CNc1nc(OCC#N)nc(N2CCOCC2)n1	-5%	-7%	3%
5	CCCCOc1ccc(C(=O)N2CC(=O)Nc3ccc(Br)cc3C2c2ccc(F)cc2)cc1 (stereo unspecified)	x	6%	3%
6	CCS(=O)(=O)N1CCN(CC2CC3C=CC2C3)CC1 (stereo unspecified)	-14%	-3%	3%
7	CC(C)(Oc1ccc(Cl)cc1)C(=O)OCC(=O)N1CCCC1	-2%	-15%	0%
8	CCOC(=O)C1=C(O)/C(=C/c2ccc(CNC(=O)C(=O)Nc3ccc(C)cc3)o2)N=C1C	-6%	1%	18µM*
9	CCn1c(SCC(=O)Nc2ccc3c(c2)OCCO3)nnc1-c1c[nH]c2ccccc12	-13%	4%	-7%
10	Cc1cc(N(CCO)CCO)ccc1C(c1ccc(N(CCO)CCO)cc1C)c1ccccc1Cl	u	-7%	-10%
11	O=C(CSCc1ccccc1Cl)N/N=C/c1ccco1	6%	8%	x
12	CC1(C)CC(=O)C(C=Nc2ccc(O)cc2)=C(O)C1	-2%	-4%	5%
13	COc1ccc(-c2c3c(=O)n(C)c(=O)n(C)c3c3n2-c2ccccc2NC3c2ccc(O)cc2O)cc1 (stereo unspecified)	x	-2%	4%
14	COCc1ccc(CN2CCC(N3CCC(C(=O)N4CCCC4)CC3)CC2)o1	18%	-2%	-26%
15	CCn1c(SCc2nc3ccccc3[nH]2)nnc1-c1cccs1	0%	0%	4%

nr	AmpC no deterg	FBPA Giardia inh	HCMV antiviral
1	102%[activator]	6%	38
2	17%	x	-17
3	-42%	x	18
4	-12%	-2%	11
5	x	x	u
6	-9%	u	22
7	19%	1%	-13
8	-24%	4.5µM*	8
9	-32%	-14%	42
10	219%[activator]	-3%	-9
11	-15%	-18%	-30
12	-6%	-15%	-33
13	x	x	1
14	2%	x	0
15	1%	u	u

# (listing goes on)
nr	structure	AMA1 RON2 block	AmpC inh detg	Sm TGR inh
16	O=C(CNC(=O)c1ccc(Cl)cc1)c1ccc(Cl)cc1	2%	-13%	-1%
17	O=C(c1ccco1)N1N=C(c2cccs2)CC1c1ccccc1O (stereo unspecified)	0%	-2%	-15%
18	CC1CCC(NC(=O)c2cc3ccccc3cc2O)CC1 (stereo unspecified)	-10%	-1%	6%
19	COc1ccc(C(=O)OCC(=O)NC2CC2)cc1F	8%	x	x
20	CC(C)(C)C(=O)NC1CCN(S(=O)(=O)c2ccccc2F)CC1	-1%	-6%	-24%
21	COc1ccc(OC(C)C(=O)N2CCc3ccccc3C2)cc1 (stereo unspecified)	13%	-18%	-2%
22	CC(C)(C)NC(=O)c1oc2ccccc2c1COc1ccccc1	18%	-2%	21%
23	CCCSc1nc(-c2ccccc2)[nH]c1S(=O)(=O)c1ccc(C)cc1	x	-3%	1%
24	COc1cccc(C(=O)/C(C#N)=N/Nc2cccc(-c3ccnc(C)n3)c2)c1	-15%	7%	6%
25	C=CCN(CC=C)C(=O)COn1nnc2ccc(S(=O)(=O)N3CCOCC3)cc21	6%	-9%	9%
26	CC(C)n1cc(CN2CCC(n3nccc3NC(=O)Cc3ccccc3)CC2)cn1	6%	5%	-20%
27	Cc1ccc(C)c(CN2C(=O)COc3ccccc32)c1	-9%	-10%	4%
28	Cc1ccc(S(=O)(=O)N2CC(O)CC2C(=O)OCC(=O)Nc2ccc([N+](=O)[O-])cc2C(F)(F)F)cc1C (stereo unspecified)	1%	x	x
29	COc1ccc2c(c1)cc1c(=O)n(CC(=O)NC3CC3)nc(C)n12	x	-2%	5%
30	CCn1c(SCC(=O)OCc2ccccc2)nc2c1c(=O)n(C)c(=O)n2C	11%	-14%	-1%

nr	AmpC no deterg	FBPA Giardia inh	HCMV antiviral
16	-34%	-7%	11
17	u	-13%	-68*
18	-25%	x	9
19	-15%	x	u
20	-13%	2%	39
21	-8%	-1%	3
22	-8%	-1%	-20
23	x	x	-17
24	-3%	0%	-24
25	-8%	x	-32
26	40%	x	68
27	-21%	0%	72
28	162%[activator]	x	-29
29	x	x	11
30	-8%	8%	19

# Reformatted: entries from further up
entry	canonical_smiles	AMA1 RON2 block	AmpC inh detg	Sm TGR inh	AmpC no deterg	FBPA Giardia inh	HCMV antiviral
29	COc1ccc2c(c1)cc1c(=O)n(CC(=O)NC3CC3)nc(C)n12	x	-2%	5%	x	x	11
25	C=CCN(CC=C)C(=O)COn1nnc2ccc(S(=O)(=O)N3CCOCC3)cc21	6%	-9%	9%	-8%	x	-32

# Three structures from above, ordered by number of heavy atoms, falling.
nr	structure	AMA1 RON2 block	AmpC inh detg	Sm TGR inh
26	CC(C)n1cc(CN2CCC(n3nccc3NC(=O)Cc3ccccc3)CC2)cn1	6%	5%	-20%
21	COc1ccc(OC(C)C(=O)N2CCc3ccccc3C2)cc1 (stereo unspecified)	13%	-18%	-2%
7	CC(C)(Oc1ccc(Cl)cc1)C(=O)OCC(=O)N1CCCC1	-2%	-15%	0%

nr	AmpC no deterg	FBPA Giardia inh	HCMV antiviral
26	40%	x	68
21	-8%	-1%	3
7	19%	1%	-13

# Following part
nr	structure	AMA1 RON2 block	AmpC inh detg	Sm TGR inh
31	CCN(CC(=O)Nc1ccc(NC(C)=O)cc1)C(=O)C1(c2ccccc2)CC1	11%[11.6 µM]	5%	0%
32	CC1CC(C)CN(C(=O)COC(=O)c2cc3ccccc3oc2=O)C1 (stereo unspecified)	-3%	x	x
33	Cc1ccc(Cn2cc(CCC(=O)NCc3ccc(OC(C)C)cc3)c3ccccc32)cc1	x	4%	12%
34	CCOC(=O)c1nnn2c1nc(N1CCN(c3ccccc3)CC1)c1ccccc12	-18%	-1%	8%
35	O=C(CNS(=O)(=O)c1ccc2ccccc2c1)OCc1csc(-c2ccccc2)n1	-14%	-12%	-2%
36	COc1ccccc1NC(=O)C(C)Sc1nnnn1C (stereo unspecified)	33%	3%	0%
37	COc1cc2c(cc1OC)C(c1cccc(Cl)c1)CC(=O)N2 (stereo unspecified)	-28%	-6%&23%	-25%&4%
38	CCn1c(SCC(=O)OC2CCCCC2)nnc1-c1ccncc1	-5%	-15%	5%
39	Cc1cc(Cl)ccc1C(=O)C1CCCN(C(=O)c2nonc2C)C1 (stereo unspecified)	3%	u	-8%
40	O=C(Nc1ccc(Cl)cc1)Nc1nc(-c2ccccc2)cs1	-1%	u	4%
41	COCCNc1cc(N)c([N+](=O)[O-])cc1[N+](=O)[O-]	-13%	-6%	-7%
42	CCOc1ccc(S(=O)(=O)NCCSCc2ccco2)cc1	33%[activator]	3%	u
43	COc1cccc(CN(C)CC2CCCN(CCc3ccc(Cl)cc3)C2)c1OC (stereo unspecified)	-18%	-15%	-26%
44	NC(=O)CSc1oc(-c2ccco2)nc1S(=O)(=O)c1ccc(Cl)cc1	13%	2%&-2%	20µM*
45	COC(=O)C1=C(CS(=O)(=O)c2cc(Cl)ccc2OC)NC(=O)NC1c1ccc(O)c(OC)c1 (stereo unspecified)	8%	-6%	-15%

nr	AmpC no deterg	FBPA Giardia inh	HCMV antiviral
31	-7%	x	74
32	-9%	x	-7
33	x	x	4
34	-17%	-3%	-19
35	-18%	0%	2
36	-16%	5%	35
37	4%	-6%	22&1
38	-8%	9%	-29
39	91%[activator]	x	-28
40	-34%	4%	u
41	-16%	-6%	-9
42	-15%	0%	-37
43	37%	3%	-17
44	-19%	-1%	2
45	-22%	6%	21

# Following part:
nr	structure	AMA1 RON2 block	AmpC inh detg	Sm TGR inh
46	COc1ccc(CCN2C(=NC(=O)CC(C)C)SC3CS(=O)(=O)CC32)cc1 (stereo unspecified)	10%	-1%	-1%
47	O=S(=O)(c1ccc2c(c1)OCCO2)C1CCC(O)CC1 (stereo unspecified)	x	u	3%&0%
48	Cc1onc(-c2ccccc2Cl)c1C(=O)N1CCCC1	-7%	-2%	4%
49	Cc1[nH]c(=O)[nH]c(=O)c1S(=O)(=O)N1CCCC(C(=O)N2CCN(c3cccc(C(F)(F)F)c3)CC2)C1 (stereo unspecified)	-8%	0%	2%
50	CCCNc1ncnc2nc[nH]c12	3%	-17%	1%
51	c1ccc(Cn2c(-c3ccccc3)nc3nc4ccccc4nc32)cc1	13%	-13%	-9%
52	CC(c1nnc(SCC(=O)NC(=O)NCc2ccco2)n1-c1ccc(Cl)cc1)N(C)C (stereo unspecified)	-6%	-8%	-27%
53	COc1cc2sc(C)nc2cc1C	1%	1%	0%
54	Oc1ccccc1-[n+]1c(-c2ccccc2)cc(-c2ccccc2)cc1-c1ccccc1	-10%	-13%	0%
55	COc1ccc(-c2cc3ncccc3cn2)cc1	9%	2%	6%
56	CCCCn1c(N)c(N(CC)C(=O)C(c2ccccc2)c2ccccc2)c(=O)[nH]c1=O	-1%	5%	17%
57	COC(=O)c1nn(-c2ccc(Oc3ccccc3)cc2)c(=O)cc1O	2%	5%	2%
58	Cc1ccc(CCNS(=O)(=O)c2ccc(C)cc2)cc1	28%	-3%	5%
59	COc1ccc(Cn2c(C3CC3)nc3ccc(NC(=O)c4ccco4)cc3c2=O)cc1	4%	u	-31%
60	O=C(C1=C[C@H](c2coc3ccccc3c2=O)C[C@H](OCc2ccc(CO)cc2)O1)N1CCN(Cc2ccccc2)CC1	-2%	3%	-28%

nr	AmpC no deterg	FBPA Giardia inh	HCMV antiviral
46	1%	6%	32
47	-18%&-12%	x	x
48	-2%	-8%	-5
49	68%[activator]	-1%	11
50	-93%	-11%	-30
51	11%[2.29 µM]	-7%	u
52	42%	1%	2
53	-29%	-2%	-10
54	26%	x	-84*
55	-13%	x	31
56	-11%	2%	-9
57	-26%	5%	16
58	-29%	-1%	17
59	22%	-1%	108
60	122%[activator]	5%	x

# Other structures
nr	structure	AMA1 RON2 block	AmpC inh detg	Sm TGR inh
61	O=C(c1cc(S(=O)(=O)N2CCOCC2)c(Cl)cc1Cl)N1CCCCC1	14%	u	-27%
62	COC(=O)[C@H](Cc1ccccc1)NC(=O)Nc1ccc(OC)cc1	8%	3%	-2%
63	O=S(=O)(Nc1ncccn1)c1ccc(NC(=S)Nc2ccccc2Cl)cc1	12%	0%	0%
64	O=C1C(=O)N(Cc2cccnc2)C(c2ccccn2)/C1=C(/O)c1ccc(Br)cc1 (stereo unspecified)	15%	u	u

nr	AmpC no deterg	FBPA Giardia inh	HCMV antiviral
61	17%	2%	2
62	-24%	8%	-4
63	0%	4%	-13
64	-12%	1%	-5
